# Bioassay records as filed in PubChem.
# FXIIa inh 1536 = human FXIIa protease inhibitors, primary screen, biochemical, 1536-well; Coagulation factor XII (Homo sapiens), P00748; purified FXIIa, Boc-QGR-AMC fluorogenic substrate, 2 h; AID 800, 2007; inhibition, % at 5 µM; 220,000 tested, 0.3% active; in the data active means inhibition above about 40%;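 further: 0% = enzyme with no compound and 100% = blank without enzyme; many of its hits are not listed in these tables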
# KLK5 inh = human KLK5 protease inhibitors, primary screen, biochemical, 1536-well; Kallikrein-5 (Homo sapiens), Q9Y337; recombinant hK5, fluorogenic AMC substrate cleavage; inhibition, % at 5 µM; 210,000 tested, 0.59% active; AID 873, 2007;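 active means inhibition of 40% or more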;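 further: 0% = enzyme controls without compound and 100% = no-enzyme blanks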
# 14-3-3 Bad inh = inhibitors of 14-3-3 zeta/Bad binding, primary screen, biochemical, TR-FRET, bovine 14-3-3 zeta; 14-3-3 protein zeta/delta (Bos taurus), P63103; TR-FRET 14-3-3zeta/Dy647-pBad peptide displacement, 1 h; inhibition, % at 21.7 µM; 220,000 tested, 0.71% active;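 active means inhibition above about 70%, limit read from the data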;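 further: 0% = full 14-3-3 plus peptide FRET controls and 100% = background without 14-3-3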
# FXIa inh = human FXIa protease inhibitors, primary screen, biochemical, 1536-well; Coagulation factor XI (Homo sapiens), P03951; purified FXIa, Boc-Glu-Ala-Arg-AMC fluorogenic substrate; inhibition, % at 5 µM; 220,000 tested, 0.14% active;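 active means inhibition of at least 40%; inactive means inhibition below 40%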;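 further: fluorescence of freed AMC excited at 355 nm; 0% = enzyme without compound and 100% = no enzyme blank; many of its hits are not listed in these tables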
# eIF4E 4G PPI = eIF4E–eIF4G protein interaction inhibitors, primary screen, biochemical, uHTS, TR-FRET, eIF4GI fragment. Eukaryotic translation initiation factor 4E (Mus musculus) + Eukaryotic translation …. TR-FRET eIF4E-eIF4GI(517-606) binding, 2 h. inhibition, % at 21.7 µM. 220,000 tested, 0.37% active. AID 782, 2007;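 active means inhibition above about 30%, limit read from the data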;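 further: 0% = full FRET control wells and 100% = background wells lacking eIF4GI fragment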
# Mdm2 ligase inh = MDM2-luciferase reporter signal enhancers, primary screen, MDM2 E3 ligase inhibitor project, cell-based, luminescence, 1536-well. cell-based MDM2 ubiquitination luciferase reporter, 2 h; 0 = plate control, 100 = twice control, blank-subtracted. signal enhancement, % at 5 µM. 210,000 tested, 0.11% active;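 active means signal enhancement of 30% or more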;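 further: luminescence tracks abundance of the self-degrading MDM2-luciferase fusion protein; higher signal means inhibition of MDM2 E3 ligase activity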
#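 system = mammalian cells stably expressing self-ubiquitinating, self-degrading MDM2 E3–luciferase fusion | quantity = 2000 cells per well seeded | incubation = 4 h cell settling then 2 h compound exposure, 37 °C | signal = SteadyLite luminescence, 15 min reagent step | benchmarks = plate control and blank wells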
# Wee1 stabilizer = Wee1 degradation inhibitors, primary screen, cell-based, HeLa, Wee1K328M-luciferase, luminescence; 220,000 tested, 1.2% active; Wee1-like protein kinase (Homo sapiens), P30291; HeLa Luc-Wee1K328M stability; 100% = proteasome inhibitor MG132 effect; AID 1321, 2008; reporter increase, % at 5 µM;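 active means activation above the mean of all tested compounds plus 3 SD, set per screening run, cut at about 8.8% in these data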;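 further: cells exposed to compound for 20 h before luminescence read; 0% = DMSO alone and 100% = MG132 at 30 µM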
# Target sequence (P30291 whole entry K328M): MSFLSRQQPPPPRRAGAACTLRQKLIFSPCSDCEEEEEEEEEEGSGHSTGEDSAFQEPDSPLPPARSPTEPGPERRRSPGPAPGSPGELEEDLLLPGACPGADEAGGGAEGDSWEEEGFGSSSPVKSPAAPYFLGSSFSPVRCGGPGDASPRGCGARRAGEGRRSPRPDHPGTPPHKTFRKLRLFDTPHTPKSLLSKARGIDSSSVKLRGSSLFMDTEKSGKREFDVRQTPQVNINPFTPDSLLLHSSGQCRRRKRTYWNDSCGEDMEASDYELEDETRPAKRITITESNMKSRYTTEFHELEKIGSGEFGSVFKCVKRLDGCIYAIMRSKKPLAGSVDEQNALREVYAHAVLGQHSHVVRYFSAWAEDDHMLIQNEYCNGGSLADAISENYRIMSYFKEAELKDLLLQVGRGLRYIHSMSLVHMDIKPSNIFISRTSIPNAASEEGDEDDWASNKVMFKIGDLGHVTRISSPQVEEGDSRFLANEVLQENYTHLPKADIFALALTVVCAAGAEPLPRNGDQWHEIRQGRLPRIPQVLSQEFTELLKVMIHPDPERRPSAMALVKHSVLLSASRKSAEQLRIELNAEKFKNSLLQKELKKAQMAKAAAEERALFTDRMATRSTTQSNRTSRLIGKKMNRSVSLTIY
# Rad51 HR inh = human RAD51 strand exchange inhibitors, primary screen, biochemical, fluorescence | DNA repair protein RAD51 homolog 1 (Homo sapiens), Q06609 | hRad51 DNA strand exchange, fluorescence dequenching | inhibition, % at 10 µM | 200,000 tested, 0.085% active | AID 1385, 2008;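 active means inhibition above 40% at the single screening dose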;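 further: 0% = DMSO control wells and 100% = blanks with heterologous ssDNA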
# Target sequence (Q06609 whole entry, looked up): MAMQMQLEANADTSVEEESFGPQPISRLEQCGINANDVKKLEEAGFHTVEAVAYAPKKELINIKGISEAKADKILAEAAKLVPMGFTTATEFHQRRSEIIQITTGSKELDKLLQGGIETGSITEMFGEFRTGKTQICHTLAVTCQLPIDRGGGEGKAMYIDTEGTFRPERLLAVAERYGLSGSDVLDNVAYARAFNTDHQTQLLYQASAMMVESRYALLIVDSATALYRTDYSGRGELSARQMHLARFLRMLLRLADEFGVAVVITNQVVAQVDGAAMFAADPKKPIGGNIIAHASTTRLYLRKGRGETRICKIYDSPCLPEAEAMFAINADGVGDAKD
#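 System: hRad51 filaments on single-stranded DNA; reagent: Fluorescein- and BHQ1-tagged 47-mer duplex; compound dosing: one concentration, 10 µM final; timing: filaments 15 min 37 °C, then compound 30 min; measured by: fluorescein emission 520 nm, excitation 485 nm; benchmarks: per-plate controls and blanks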
# p97 inhibitor = inhibitors of human p97 ATPase, primary screen, biochemical. inhibition, % at 8 µM. recombinant p97 ATPase, Kinase-Glo ATP luminescence, 3 h. 220,000 tested, 0.42% active; in the data active means inhibition above about 15%;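 further: 0% = DMSO vehicle and 100% = wells lacking enzyme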
# Starred values were filed as active, the others as inactive; / = no result given; [ ] = dose if it differs, or a comment. Outcome played no part in choosing rows. About 3.5% of those tested had a hit in this group.
SMILES,FXIIa inh 1536,KLK5 inh,14-3-3 Bad inh,FXIa inh,eIF4E 4G PPI,Mdm2 ligase inh,Wee1 stabilizer,Rad51 HR inh,p97 inhibitor
COCCNC(=O)c1ccc(Cl)c(Cl)c1,9,-11,8,0,-2,-14,-2,-17,-3
CN(C)S(=O)(=O)c1ccc(Cl)c(NC(=O)c2ccncc2)c1,6,-15,0,3,20,11,0,-2,7
O=[N+]([O-])c1cccc(-c2ccc(/C=N/Nc3nc(N4CCCCC4)nc(N4CCCCC4)n3)o2)c1,4,/,1,1,0,-27,-4,/,4
O=C(Cc1ccc(Cl)cc1)NCC(=O)N1CCCCC1,6,-4,-1,-3,-1,-1,0,6,1
CC(C)Oc1ccc(C(=O)N(Cc2ccco2)C2CCS(=O)(=O)C2)cc1 (stereo not drawn),1,-4,-7[fluorescence artefact?],-3,0[fluorescence artefact?],-19,2,-4,-1
CC(C)C(CO)NC(=O)CC(=O)NC(CO)C(C)C (stereo not drawn),15,-11,4,4,-2,-18,-2,0,1
Cc1cc(C)c(NS(=O)(=O)c2ccc(NC(=O)CCC(=O)O)cc2)c(C)c1,-6,-23,-2,-2,0,-11,-2,6,3
CC1CN(Cc2ccccc2)c2nc3c(c(=O)[nH]c(=O)n3C)n2C1 (stereo not drawn),6,-1,2,-2,83*,-14,-2,4,2
CC1=CC(C)(C)N(C(=O)CN2C(=O)CCC2=O)c2ccccc21,0,-3,-6,-6,0,-9,2,12,2
CC(/C=C/c1ccccc1)=N/NC(=O)CNC(=O)c1ccc2c(c1)OCO2,-9,3,2[fluorescence artefact?],-8,1,-5,1,/,4
CCCc1nc2sc3c(c2c(=O)n1NC(=O)CCC(=O)OC)CCCC3,9,1,2,0,-2,-8,-1,-13,2
CCOC(=O)c1[nH]c(C)c(CN(Cc2ccco2)C(=O)C(F)(F)F)c1C,16,7,-7,3,1,-2,0,-5,-5
O=C(CCc1nc2ccccc2c(=O)[nH]1)OCC(=O)N1CCc2ccccc21,4,-18,-4,-5,0,-10,-2,-11,1
COC(=O)c1ccc(S(=O)(=O)NCc2ccco2)o1,10,-2,-22,2,-1,-10,0,3,6
CCSc1ccccc1C(=O)NCc1cccnc1,8,2,-15,23,1,5,0,-105,1
CNCCC=C1c2ccccc2CCc2ccccc21,4,-16,1,-2,1,/,-4,-3,-1
Cc1nc2c(n1C1CCCCC1)C(=O)c1ccccc1C2=O,8,6,1,-4,-5,-8,2,/,2
CCOc1ccc(C/C(N)=N/n2cnnc2)cc1,15,4,-22,5,2,14,2,2,4
O=C(CN(CCO)c1ccccc1)NC12CC3CC(CC(C3)C1)C2,2,16,-11,1,7,-23,-2,5,-3
CC(=O)c1c(C)[nH]c(C(=O)OC(C)C(=O)Nc2cc(S(=O)(=O)N3CCCCC3)ccc2Cl)c1C (stereo not drawn),9,-16,17,-5,12[fluorescence artefact?],7,0,-10,2
CN1CCCC1CCNS(=O)(=O)c1ccc(Br)cc1 (stereo not drawn),31,-1,-13[fluorescence artefact?],23,-3,-24,2,-49,-4
CC(C)CCN=CC1=C(O)CC(c2ccccc2)CC1=O (stereo not drawn),2,/,3,-2,2,-14,-1,/,0
CN(C)CCNC(=O)C(=O)C1C(=O)Nc2ccccc21 (stereo not drawn),3,1,-2,-3,4,-4,-1,18,-1
C=CCNc1nc(-c2cccc(OC)c2O)nc2ccccc12,17,-5,-1,9,-5,-25,-1,7,14
CCOC(=O)c1c(-c2ccc(-c3ccccc3)cc2)csc1NC(=O)CCN1CCOCC1,3,-1,-5,-6,5,-16,-1,-3,-11
COc1ccc(N2CCN(C(CNS(=O)(=O)c3cccs3)c3cccnc3)CC2)cc1 (stereo not drawn),4,0,-18,-2,1,-18,0,2,-3
CC1Cc2ccccc2N1C(=O)Cn1cnc2ccccc21 (stereo not drawn),0,-11,-1,-7,0,-11,0,9,-2
Cc1ccc(-n2c(COc3ccccc3)n[nH]c2=S)cc1,0,-7,-8,-7,0,-10,-2,/,2
CC(C)(C)c1nnc(SCC(=O)c2ccccc2)n(N)c1=O,13,-11,7,-5,5,-9,0,17,0
O=[N+]([O-])c1ccccc1S(=O)(=O)n1cnc2ccccc21,1,-5,-11,-5,-3,-3,-2,2,6
Cc1ccc(-c2nnc(SCC#CCOC(=O)c3ccco3)o2)cc1,2,3,3,-4,-3,-20,2,6,-2
CC(=O)N(c1ccc(N(C(C)=O)S(=O)(=O)c2cccs2)cc1)S(=O)(=O)c1cccs1,4,-23,-1[fluorescence artefact?],-2,-5[fluorescence artefact?],-8,5,4,5
COc1ccc(Cl)cc1S(=O)(=O)Nc1cccc(C(=O)O)c1,7,-7,-10,-3,-6,-19,-1,-2,-2
CC(C)(C)n1nnnc1C(c1cccs1)N(Cc1ccc(Cl)cc1)CC1CCCO1 (stereo not drawn),22,-37,0,12,-1,10,0,-8,-6
CCCCC1=NN2CCS(=O)(=O)N=C2S1,-2,-22,-6,-7,-4,-8,-1,0,1
O=C1NC(=O)/C(=C\c2ccc(OCc3cccc([N+](=O)[O-])c3)cc2)N1,7,-2,52,0,-11,-4,0,28,4

# A different layout for part of the listing above:
Compound: CNCCC=C1c2ccccc2CCc2ccccc21
  FXIIa inh 1536 = 4
  KLK5 inh = -16
  14-3-3 Bad inh = 1
  FXIa inh = -2
  eIF4E 4G PPI = 1
  Mdm2 ligase inh = /
  Wee1 stabilizer = -4
  Rad51 HR inh = -3
  p97 inhibitor = -1
Compound: CC(C)Oc1ccc(C(=O)N(Cc2ccco2)C2CCS(=O)(=O)C2)cc1 (stereo not drawn)
  FXIIa inh 1536 = 1
  KLK5 inh = -4
  14-3-3 Bad inh = -7[fluorescence artefact?]
  FXIa inh = -3
  eIF4E 4G PPI = 0[fluorescence artefact?]
  Mdm2 ligase inh = -19
  Wee1 stabilizer = 2
  Rad51 HR inh = -4
  p97 inhibitor = -1
Compound: CC1Cc2ccccc2N1C(=O)Cn1cnc2ccccc21 (stereo not drawn)
  FXIIa inh 1536 = 0
  KLK5 inh = -11
  14-3-3 Bad inh = -1
  FXIa inh = -7
  eIF4E 4G PPI = 0
  Mdm2 ligase inh = -11
  Wee1 stabilizer = 0
  Rad51 HR inh = 9
  p97 inhibitor = -2
Compound: CCCc1nc2sc3c(c2c(=O)n1NC(=O)CCC(=O)OC)CCCC3
  FXIIa inh 1536 = 9
  KLK5 inh = 1
  14-3-3 Bad inh = 2
  FXIa inh = 0
  eIF4E 4G PPI = -2
  Mdm2 ligase inh = -8
  Wee1 stabilizer = -1
  Rad51 HR inh = -13
  p97 inhibitor = 2

# Remaining list, next part.
SMILES,FXIIa inh 1536,KLK5 inh,14-3-3 Bad inh,FXIa inh,eIF4E 4G PPI,Mdm2 ligase inh,Wee1 stabilizer,Rad51 HR inh,p97 inhibitor
O=C(NNC(=S)Nc1ccccc1)NNC(=S)Nc1ccccc1,6,-12,-20,-1,-3,-5,1,21,1
O=C1CC(N2CCN(c3ccccc3O)CC2)C(=O)N1Cc1ccccc1 (stereo not drawn),6,-2,-11,1,1,-17,0,-1,4
CCC(C)(CC(=O)N(C)CCC#N)c1ccccc1 (stereo not drawn),1,23,-13,-7,-10,0,2,5,3
Cc1ccc2nc(SCC(=O)Nc3ccc(F)cc3F)[nH]c2c1,9,/,-11,0,2,-12,-3,-14,0
N#CC1=C(SCc2ccccc2)NC2=C(C(=O)CCC2)C1c1ccc2c(c1)OCO2 (stereo not drawn),4,-10,-5,-4,-2,2,1,4,4
COCC(=O)OCC(=O)Nc1cc(C)c(C)cc1[N+](=O)[O-],11,-19,-2,9,-7,12,17*,2,1
O=c1oc2ccccc2c(NCc2ccccc2F)c1[N+](=O)[O-],0,-12,-3[fluorescence artefact?],-4,1,/,-1,/,-3
CC1C=CCC2C(=O)N(c3ccc(OC(=O)c4ccco4)cc3)C(=O)C12 (stereo not drawn),7,6,6,2,-1,-18,1,-3,-11
O=C(O)C1CCc2sc3[nH]c(=S)n(-c4ccccc4)c(=O)c3c21 (stereo not drawn),3,13,6,4,-2,-11,-2,3,2
Cn1nc([N+](=O)[O-])c(C(C#N)c2ccccn2)c(Cl)c1=O (stereo not drawn),8,6,-13,2,10,-2,0,-37,4
Cc1csc(=Nc2ccccc2)n1CCCN1CCCC1=O,5,-5,-11,-3,0,-8,5,24,2
N#C/C(=N\Nc1ccc(S(=O)(=O)N2CCOCC2)cc1)C(N)=S,4,-3,5,-2,-3,-1,-1,8,0
Cc1ccc(-c2nnn(CC(=O)N(CC(=O)NCC3CCCO3)c3ccccc3)n2)o1 (stereo not drawn),6,-19,-2[fluorescence artefact?],4,-2[fluorescence artefact?],-8,7,-2,0
COc1ccc(NC(=O)Nc2cccc(C(F)(F)F)c2)cn1,/,2,-14,-2,1,-12,-1,3,1
CCN(CC)c1ccc2c(Cl)cc(=O)oc2c1,13,-67,10,-1,4,2,3,1,-3
Oc1c(C2=NCCNC(C(F)(F)F)=C2)ccc2ccccc12,-1,-20,-15,-1,5,-16,2,11,2
CCOc1cc(/C=N/NC(=O)c2cccnc2)ccc1OCC(N)=O,12,-6,-2,0,0,-5,2,-1,2
Nc1ccc(-c2cn3cccnc3n2)cc1,0,-14,2,0,3,-5,-1,-3,-2
Cc1cc(C)c2[nH]c(=O)c(C(c3nnnn3CC3CCCO3)N3CCCC(C)C3)cc2c1 (stereo not drawn),7,14,-5,-8,7,-4,-1,-3,-4
CC(=O)c1cccc(NC(=O)N2CCC(c3ccc(C)cc3)C2)c1 (stereo not drawn),7,/,-2,-3,2,-18,14*,/,0
COc1ccc(CCNC(=O)CNCC2CCCO2)cc1OC (stereo not drawn),13,-11,55[fluorescence artefact?],-4,-4[fluorescence artefact?],-24,1,3,4
O=C(N/N=C/c1cccs1)c1cc(-c2cccc3ccccc23)n[nH]1,5,-3,5,-6,-5,-6,0,-1,16*
Cc1cc(C)c(S(C)(=O)=O)c(N(C)NC(=O)c2c(F)cccc2F)n1,-1,-4,-9,-4,2,-7,-2,-12,-2
O=C1c2ccccc2C(=O)N1Cc1nc2ccccc2c(=O)n1CCCN1CCOCC1,30,-5,-9,9,0,-13,0,3,1
CS(=O)(=O)N(CC(=O)Nc1ccc2c(c1)OCCO2)Cc1ccccc1,11,2,-9,-1,-5,-14,3,-9,-4
c1ccc(N2CCN(c3nc(-c4ccccn4)nc4ccccc34)CC2)cc1,14,-19,7,5,3,6,-1,0,-3
COc1cc(/C=N/OCC(=O)NC2CCCCC2C)ccc1OCc1ccc(Cl)cc1 (stereo not drawn),9,-18,-2,9,-4,-4,4,5,5
CCC1(C)Cc2c(sc3[nH]c(=O)[nH]c(=O)c23)CS1 (stereo not drawn),-16,-35,17,-11,-7,-16,0,8,-4
CCOC(=O)C1CCN(c2c(N3CCCC(C(=O)OCC)C3)c(=O)c2=O)CC1 (stereo not drawn),16,-5,12,5,-8,-10,5,10,7
